Assay outcomes deposited in PubChem BioAssay by Broad Institute.
EWS-Fli inh: EWS/Fli transcriptional activity inhibition; A673 NR0B1-luciferase reporter, viability-normalised; inhibition, % at 12.6 µM; actives 0.67% (n = 350,000);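 active = mean inhibition of at least 50% after viability correction, with every replicate also passing that limit; inconclusive = mean reaches 50% but only one of two replicates passes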;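 also: firefly luciferase signal divided by Alamar Blue viability fluorescence both relative to DMSO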
FN deposition inh: fibronectin deposition inhibition; inhibition, % at 12.6 µM; AID 743247; actives 0.086% (n = 350,000); AH1F fibroblasts, Alexa488-fibronectin deposition fluorescence, overnight;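 active = mean inhibition across replicates of 30% or more, regardless of how many single replicates reach that level; inconclusive = mean under 30% yet at least half of replicates reach 30%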;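 also: positive control wells lacked labelled fibronectin entirely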
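Material – AH1F fibroblast monolayer, labelled fibronectin deposition · Reagent – labelled fibronectin 24 nM · Timing – 1 h adhesion, overnight exposure · Measured by – fluorescence at 485 nm excitation, 525 nm emission · Read-out – inhibition of fibronectin deposition signal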
miR-122 sensor: inhibitors of miR-122 in Huh7 cells; Huh7 miR-122 Renilla luciferase sensor, 48 h; neutral wells = 0, positive control = 100; activation (reporter increase), % at 12.5 µM; actives 0.3% (n = 340,000);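 active = mean replicate activation score at least 90 and every replicate individually at or above 90; inconclusive = only one of the two criteria met; inactive = neither criterion met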;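 also: higher luciferase means less miR-122 activity so hits act as miR-122 inhibitors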
PAX8 inh HTS: lowers PAX8-driven luciferase in RMG-I cells. RMG-I TPO-luciferase reporter, SteadyGlo, 24 h. inhibition, % at 12.6 µM. actives 1.2% (n = 360,000);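 active = mean replicate inhibition at least 60% with every replicate also reaching 60%; inconclusive = only one of the two criteria is met; inactive = mean below 60% and not all replicates reaching 60%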;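 also: luciferase light reporting Pax8 driven TPO promoter activity; plate controls were median of neutral control wells for no effect and mitoxantrone controls for full effect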
DENV2 CPE rescue: DENV2-induced cell death inhibition. DENV2-infected cells, cytopathic effect rescue, plate reader. CPE inhibition, % at 9.99 µM. actives 1.7% (n = 350,000). AID 651640; in the data active = CPE inhibition above about 20%, passing the limit was not always enough; inconclusive = no clear call, values can overlap the other calls; tested in BHK-21 cells;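 also: 0% = median of neutral control wells and 100% = median of positive control wells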
CFTR F508del cor: CFTR F508del correction in bronchial cells; CFBE cells, YFP halide quenching; stimulated with forskolin plus potentiator P3; % fluorescence drop versus neutral controls; activity (quench increase), % at 7.58 µM; actives 0.36% (n = 350,000);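 active = mean added fluorescence quench of at least 8% versus neutral control, with both replicates also reaching 8%; inconclusive = only one of the mean or replicate conditions met; inactive = mean below 8% and not both replicates reaching 8%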;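 also: cells transiently co-express mutant CFTR-F508del with the halide-sensitive YFP; corrector assay measuring rescue of mutant channel to the surface after 24 h compound exposure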
GSIS activator: GLuc luminescence reporter in INS-1E cells, primary screen for activators of glucose-dependent secretion of insulin. actives 0.61% (n = 370,000). INS-1E GLuc reporter insulin secretion, 2-3 h. activation, % at 16.6 µM. AID 743287;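 active = lowest replicate activation of at least 40%, so every replicate reaches that level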;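 also: 0% = median of neutral control wells and 100% = median of IBMX positive control wells; some compounds called inactive have numbers as strong as hits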
* hit, by the source's call; u = inconclusive; x = not tested or not shown; & = joins results of further samples; [ ] = another dose, or the depositor's remark.

Sequence of screens – FN deposition inh	PAX8 inh HTS	miR-122 sensor	CFTR F508del cor	EWS-Fli inh	DENV2 CPE rescue	GSIS activator
COC(=O)C[C@@H]1CC[C@@H]2[C@@H](COc3ccc(NC(=O)c4cscn4)cc3C(=O)N2C)O1
    -2	31	-32[16.7 µM]	-2.3	23	16	-5
O=C(C[C@H]1C=C[C@H](NC(=O)NC2CCCCC2)[C@@H](CO)O1)NCc1ccccc1
    x	-1	-1[16.7 µM]	-0.7	1	7	13
COc1ccccc1CCNC(=O)Cn1ccc2cc(S(=O)(=O)N3CCCC3)ccc21
    1	-1	1	1.8	10	-6	-15
CCCc1nc(SCC(=O)Nc2nccs2)c2ccccc2n1
    6	8	x	-0.3	-6	1	31
Cn1c(CN2CCOCC2)nc2cc(NC(=O)c3ccccc3Cl)ccc21
    3	x	-5	x	x	x	22
O=C(Nc1ccccc1Cl)c1ccc(-c2ccccn2)s1
    2	-133	x	-0.1	-134	5	10
Cc1c(Cl)cccc1NC(=S)N(C)CCC#N
    -12	22	x	-1.2	13	x	-5
Cc1ccc(S(=O)(=O)C2(C(=O)Nc3cccnc3)CC2)cc1
    -1	16	-7	-2.0	-2	-4	-4
COc1ccc(C2=NN(CCC(=O)NCc3ccc4c(c3)OCO4)C(=O)CC2)cc1
    -17	-13	x	x	x	x	18
CC(O)[C@H]1CC[C@H]2[C@@H]3CC[C@H]4C[C@H](O)CC[C@]4(C)[C@H]3[C@H](O)C[C@]12C (some centres not stated)
    -1	-14	-3	-0.2	0	-7	-10
COc1ccc(NC(=O)c2cc(-c3cccs3)on2)cc1
    -3	-87	-14	-1.6	-137	0	-21
CC(C)CC#Cc1ccc2c(c1)O[C@H](CN(C)Cc1ccccc1)[C@H](C)CN([C@@H](C)CO)S2(=O)=O
    3	x	4[16.7 µM]	1.6	13	x	7
O=C(CSc1nc2ncc(Cl)cc2[nH]1)c1c[nH]c2ccccc12
    33*	22	7	0.2	5	-2	7
Cc1cccc(C(C)C)c1NC(=O)c1ccc(COc2ccc3c(C)cc(=O)oc3c2)cc1
    1	21	x	0.6	1	0	2
CN(C)/C=C(\C(=O)c1ccccc1)c1nnnn1-c1ccccc1
    7	18	10	1.1	5	-2	-3

Single entries from the list.
EWS-Fli inh result of COc1ccc(NC(=O)c2cc(-c3cccs3)on2)cc1 stands at -137
FN deposition inh result of COc1ccc(C2=NN(CCC(=O)NCc3ccc4c(c3)OCO4)C(=O)CC2)cc1 stands at -17
miR-122 sensor result of CN(C)/C=C(\C(=O)c1ccccc1)c1nnnn1-c1ccccc1 stands at 10

Following part.
Sequence of screens – FN deposition inh	PAX8 inh HTS	miR-122 sensor	CFTR F508del cor	EWS-Fli inh	DENV2 CPE rescue	GSIS activator
C[C@H](CO)N1C[C@H](C)[C@@H](CN(C)C(=O)CCCN(C)C)OCCCC[C@H](C)Oc2ccc(NC(=O)Nc3ccccc3)cc2C1=O
    -4	16	-5[16.7 µM]	-0.6	-6	-6	8
COc1ccc(S(=O)(=O)N2CCOCC2)cc1NC(=O)CN1C(=O)NC2(CCC(C)CC2)C1=O (configuration not stated)
    x	-34	6	-2.8	1	7	14
CCC(C)NCCOc1ccc(C(C)(C)c2ccccc2)cc1 (configuration not stated)
    -5	16	10	2.2	36	-3	-10
COc1cccc(NC(=O)N(C)C[C@@H]2Oc3ncc(Br)cc3C(=O)N([C@@H](C)CO)C[C@H]2C)c1
    -3&-14	-8	-3	-1.1&1.0	3&-10	4&18	-6&8
CC(C)C[C@H]1CN([C@@H](CC(C)C)CN2CCC[C@@H]2CN2C(=S)NC[C@@H]2Cc2ccc(O)cc2)C(=S)N1CCc1ccccc1
    4	-4	2	8.8*	11	3	54
CC(NC(=O)c1cc2c(=O)n(C)c3ccccc3c2n1C)c1ccc2c(c1)OCCO2 (configuration not stated)
    -17	4	-4	-1.3	0	9	2
CC(C(=O)N1CCc2ccccc21)N1CCN(Cc2ccc(Cl)cc2)CC1 (configuration not stated)
    -7	0	2	-1.1	-2	10	11
COc1ccc(NC2CCCN(C(=O)CSc3ccccc3)C2)cc1 (configuration not stated)
    10	-3	-5	0.3	x	-1	11
O=C1NC2NC(=O)N(C(Cc3ccccc3)C(=O)O)C2N1 (configuration not stated)
    -6	15	-1	x	x	x	x
CCN(CC)c1ccc(NC(=O)c2ccc3c(c2)OCO3)c(C)c1
    -11	-5	x	0.0	-40	19	-5
Cn1cnc(S(=O)(=O)N[C@H]2CC[C@H](CC(=O)Nc3ccc(-c4ccccc4)cc3)O[C@@H]2CO)c1
    x	15	x	1.9	-12	4	6
Cc1noc(C)c1NC(=O)Nc1ccc2c(c1)C(=O)N([C@H](C)CO)C[C@@H](C)[C@H](CN(C)S(=O)(=O)c1ccc(Cl)cc1)O2
    x	x	22[16.7 µM]	-1.5	-1	0	25
COc1cccc(-n2c(SCC(=O)Nc3nc4ccccc4s3)nc3ccccc3c2=O)c1
    7	48	x	-1.0	12	u	20
COCCNC(=S)N1CCN(c2nc3ccccc3s2)CC1
    -21	-34	x	-1.2	-13	4	-7
COc1ccc(N2CCN(C(=O)COC(=O)CCc3ccccc3OC)CC2)cc1
    1	1	x	-3.5	3	17	-11
Cc1ccc(NS(=O)(=O)c2cccc(C(=O)NN3CCOCC3)c2)cc1
    2	-12	x	0.8	-19	16	4
COC(=O)/C=C1/S/C(=N/NC(=O)c2ccccc2C)NC1=O
    4	-6	-16	x	x	x	x
COc1ccccc1CCc1nnc(CCC(=O)NCC2CCCO2)o1 (configuration not stated)
    1	-11	0	1.7	-9	7	-7
CCCC(c1nnnn1Cc1ccc(F)cc1)N1CCN(CC)CC1 (configuration not stated)
    0	10	x	1.8	5	2	-27
C[C@@H]1CN([C@@H](C)CO)C(=O)c2cc(NC(=O)CCCN(C)C)ccc2O[C@@H](C)CCCCO[C@H]1CN(C)C(=O)CCCN(C)C
    -10	-27	x	-0.1	9	-8	25
O=C(COC(=O)c1cccc(Cl)c1)NC1CCCCCCC1
    -13	-11	-11	2.1	-1	4	-17
Cc1ccc(C(=O)N/N=C\c2cc3c(cc2Br)OCO3)cn1
    -3	-20	-6	-0.2	1	-4	27
CCC(=O)N1CCCc2cc(S(=O)(=O)N3CCN(c4ncccn4)CC3)ccc21
    2	-6	5	-0.3	19	-1	13
O=c1[nH]cnc2[nH]ncc12
    -2	-5	-4	1.1	4	3	x
C[C@@H]1CN([C@@H](C)CO)C(=O)c2cc(NC(=O)Cc3ccccc3)ccc2O[C@@H](C)CCCCO[C@@H]1CN(C)S(=O)(=O)c1cccs1
    x	-21	0[16.7 µM]	0.2	5	2	0
COc1cccc(C(=O)Nc2ccc3c(c2)C(=O)N(C)C[C@H](OC)[C@H](C)CN(C)[C@@H](C)CO3)c1
    18	x	-12[16.7 µM]	3.5	-6	2	-7
C=CCNC(=S)NNC(=O)c1cc(-c2cccnc2)nc2ccccc12
    x	-9	1	0.8	-3	2	-2
CCOC(=O)C1=C(C)N=c2s/c(=C\c3ccc(OCC(=O)O)cc3)c(=O)n2C1c1ccc(OC(C)C)cc1 (configuration not stated)
    3	4	-3	x	x	x	19
COc1cccc(CCNS(=O)(=O)CCNC(=O)c2cccc(OC)c2)c1
    3	1	x	2.7	-10	-1	-1
CCN1C(=O)c2cccc3c(S(=O)(=O)NCCCN4CCOCC4)ccc1c23
    9	-10	35	x	x	x	x
Cn1ncc(Br)c1C(=O)Nc1ccc(Br)cn1
    3	-144	22	1.8	-30	-6	2
COc1ccc(-n2ccn3c(CCC(=O)N4CCN(c5cccc(C)c5C)CC4)nnc3c2=O)cc1
    -14	-19	-4	-0.1	0	-1	-20
O=S(=O)(c1ccccc1)c1nc(-c2ccco2)oc1Nc1ccccc1
    4	-50	x	x	-33	-6	x
O=C(C[C@H]1CC[C@H](NC(=O)C2CCC2)[C@H](CO)O1)NCc1ccncc1
    0	-8	x	-1.4	-2	2	29
CC(C)N1CCN(Cc2ccc(-c3ccccc3)cc2)CC1CCO (configuration not stated)
    -5	-1	-3	1.6	15	0	-1
CO[C@@H]1CN(C)C(=O)c2ccc(NC(=O)C3CC3)cc2OC[C@H](C)N(Cc2cccc(F)c2)C[C@@H]1C
    -7	15	-2[16.7 µM]	-1.8	0	x	-10
CCOC(=O)C1CN(C(C)(C)C)C(=O)C1=O (configuration not stated)
    -3	12	x	x	0	-3	6
COc1ccccc1C1CC(=O)Oc2cc(C)cc(C)c21 (configuration not stated)
    x	-19	7	0.0	-12	-4	13
C[C@@H]1CN([C@@H](C)CO)C(=O)c2cc(NS(=O)(=O)c3ccc(F)cc3)ccc2O[C@@H]1CN(C)Cc1ccc(Oc2ccccc2)cc1
    -1	52	20[16.7 µM]	5.1	20	-2	-20
O=C(NCCCn1ccnc1)Nc1ccc2c(c1)OCO2
    2	-30	-5	0.8	-40	-4	-8
N#Cc1ccc(S(=O)(=O)N2CCCCC2c2cc(C(=O)NCc3ccccc3)no2)cc1 (configuration not stated)
    -9	5	-5	2.4	13	2	-4
O=C(OCc1nc2ccccc2[n+]([O-])c1C(=O)c1ccccc1)c1ccco1
    -3	-4	x	-0.6	3	-2	x
O=C(CSc1ccccc1)NC1CCCCCCC1
    11	-111	x	0.3	-43	-1	16
COc1ccc(C2C(CN3CCOCC3)C(=O)N2c2ccccc2)cc1 (configuration not stated)
    x	-4	x	-0.9	8	1	-1
COc1ccc(/C=C(/CC(=O)Nc2ccccc2)c2nc3ccccc3s2)cc1
    -14	-7	x	-4.2	-19	3	-9
CC(C)Oc1ccc(C2C(C#N)=C(N)Oc3c2oc(CO)cc3=O)cc1 (configuration not stated)
    x	8	x	-3.2	3	4	2
CCCCOc1ccc(C(=O)NCC(=O)NCC(c2cccs2)N2CCOCC2)cc1 (configuration not stated)
    x	11	6	0.8	-9	-2	-16
Cn1c(SCc2cccc(Br)c2)nc2ccccc2c1=O
    -7	6	7	2.1	19	-16	-10
Cc1cccc(NC(=S)Nc2cccc(C)n2)n1
    -5	-5	x	-1.5	-14	0	-15
COc1ccc(-c2n[nH]c(=S)n2-c2ccc3c(c2)OCCO3)cc1
    -10	-29	-6	x	x	x	12

Results in EWS-Fli inh and miR-122 sensor, for some of the entries so far:
compound,EWS-Fli inh,miR-122 sensor
Cn1c(SCc2cccc(Br)c2)nc2ccccc2c1=O,19,7
Cc1cccc(NC(=S)Nc2cccc(C)n2)n1,-14,x
